Screening data deposited in PubChem BioAssay by National Center for Advancing Translational Sciences (NCATS).
ATXN2 expr inh: Primary qHTS for Inhibitors of ATXN expression; Potency, µM (top dose mostly 57 µM), without a hit: top-dose activity change, negative = inhibition, hits mostly inhibitors; actives 0.72% (n = 360,000); HEK-293 ATXN2-luciferase reporter, luminescence, 24 h; AID 1745845, 2022; further: on the % scale 0 is the no-effect control and ±100 the full control effect; nearly all actives have a fitted effect of over 55% in size
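qHTS (up to 57 uM final) was run with 24 h compound exposure of reporter cells at 37 °C. Each well was multiplexed: SteadyGlo luminescence measured ATXN2-luciferase expression after a fluorogenic Gly-Phe-AFC viability readout (25 uM final).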
A549 viability: Nrf2 qHTS screen for inhibitors: counterscreen for cytotoxicity | Potency, µM (series often up to 46 µM), for the others: at the top dose activity change, negative = cytotoxicity, most hits filed as inhibitors | actives 0.16% (n = 390,000) | A549 ARE-Fluc cells, CellTiter-Fluor viability, 18-24 h; further: on the % scale 0 is the no-effect control and ±100 the full control effect
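A549 ARE_Fluc cells in 5% FBS OPTI-MEM were exposed to compounds in concentration-response for 18-24 h at 37 deg C. Viability was read by CellTiter-Fluor fluorescence (Ex 405/Em 525) after 30 min, before the luciferase read.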
MCF10A rereplic: A quantitative high throughput screen for small molecules that induce DNA re-replication in MCF 10a normal breast cells; Potency, µM (series often up to 46.1 µM), inactives show top-dose activity, positive = re-replication, actives largely listed as activators; AID 624296, 2012; actives 2.9% (n = 350,000); MCF 10A DNA re-replication, Hoechst nuclear intensity, 48 h; further: % of control where 0% means no effect; nearly all actives have a fitted effect of over 50% in size
ATXN viability: Viability Counterscreen for Primary qHTS for Inhibitors of ATXN expression | S2 cells (HEK-293 line with an ATXN2-luciferase reporter) viability, CellTiter-Fluor protease fluorescence, 24 h | actives 0.49% (n = 400,000) | Potency, µM (titrated, usually from 56.7 µM), most hits filed as cytotoxic | AID 651635, 2014; further: nearly all actives have a fitted effect of over 40% in size
EPAC2 antagonist: qHTS for Antagonist of cAMP-regulated guanine nucleotide exchange factor 2 (EPAC2): primary screen; EPAC2 GEF exchange of Rap1B-BODIPY-GDP, fluorescence; AID 720708, 2013; Rap guanine nucleotide exchange factor 4 (Homo sapiens), Q8WZA2; actives 0.18% (n = 360,000); Potency, µM (titrated, usually from 114 µM), for the others: at the top dose activity, negative = inhibition, usual class: inhibitors; further: on the % scale 0 is the no-effect control and ±100 the full control effect; nearly all actives have a fitted effect of over 45% in size; many of its hits are not listed in these tables
Target sequence (Q8WZA2 whole entry, looked up): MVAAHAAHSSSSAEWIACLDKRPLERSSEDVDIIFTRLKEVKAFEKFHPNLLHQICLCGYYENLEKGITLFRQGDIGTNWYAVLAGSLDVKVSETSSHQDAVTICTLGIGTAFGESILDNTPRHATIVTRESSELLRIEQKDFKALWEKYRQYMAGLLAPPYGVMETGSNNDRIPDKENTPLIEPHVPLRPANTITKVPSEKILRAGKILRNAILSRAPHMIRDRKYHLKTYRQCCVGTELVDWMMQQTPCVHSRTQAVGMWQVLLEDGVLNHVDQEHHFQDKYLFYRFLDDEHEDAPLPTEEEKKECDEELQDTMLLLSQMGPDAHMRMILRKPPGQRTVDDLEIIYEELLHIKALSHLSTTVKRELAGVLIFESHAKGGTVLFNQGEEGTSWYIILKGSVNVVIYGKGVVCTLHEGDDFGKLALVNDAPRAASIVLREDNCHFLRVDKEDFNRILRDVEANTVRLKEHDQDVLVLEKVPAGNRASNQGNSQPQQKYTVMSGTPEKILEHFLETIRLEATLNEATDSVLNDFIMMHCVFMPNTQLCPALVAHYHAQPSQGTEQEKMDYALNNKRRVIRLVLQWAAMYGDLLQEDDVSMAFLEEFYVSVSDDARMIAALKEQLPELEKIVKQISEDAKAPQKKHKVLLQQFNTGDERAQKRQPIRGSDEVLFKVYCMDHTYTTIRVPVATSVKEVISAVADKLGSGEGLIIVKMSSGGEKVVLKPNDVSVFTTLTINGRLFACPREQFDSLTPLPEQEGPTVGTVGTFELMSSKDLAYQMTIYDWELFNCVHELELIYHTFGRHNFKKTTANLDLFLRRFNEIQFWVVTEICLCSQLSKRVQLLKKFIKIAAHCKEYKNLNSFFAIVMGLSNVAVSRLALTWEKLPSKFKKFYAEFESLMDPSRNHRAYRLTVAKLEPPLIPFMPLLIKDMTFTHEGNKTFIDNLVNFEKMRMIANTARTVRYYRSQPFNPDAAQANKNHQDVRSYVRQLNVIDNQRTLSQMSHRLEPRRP
Nrf2 ARE act: qHTS of Nrf2 Activators; AREc32 ARE-luciferase reporter (MCF7-derived line), luminescence, 24 h; actives 0.31% (n = 410,000); Potency, µM (highest dose often 46.1 µM), without a hit: at the top dose activation, hits mostly activators; further: % of control where 0% means no effect; nearly all actives have a fitted effect of over 65% in size
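AREc32_Fluc, 1000 cells/well, OPTI-MEM + 5% FBS, o/n 37 deg C 5% CO2; 23 nL cpd by pin tool, 24 hr; Steady-Glo 30 min RT, luminescence.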
Nrf2 block: Nrf2 qHTS screen for inhibitors. A549 ARE-Fluc reporter, luciferase luminescence, 18-24 h. Potency, µM (doses to about 46 µM), inactives show top-dose activity change, negative = inhibition, hits mostly inhibitors. actives 2.1% (n = 360,000). AID 504444, 2011; further: on the % scale 0 is the no-effect control and ±100 the full control effect; nearly all actives have a fitted effect of over 60% in size
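Nrf2 function is reported as luminescence of an ARE-controlled luciferase in A549 cells. Compounds were tested at several concentrations, and a CellTiter-Fluor read on the same wells flagged cytotoxicity.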
HepG2 viability: qHTS for Inhibitors of TGF-b: Cytotox Counterscreen. HepG2 CAGA-GFP viability, ATP luminescence, 18 h. Potency, µM (top dose mostly 46.1 µM), for the others: at the top dose activity change, negative = cytotoxicity, actives largely listed as cytotoxic. actives 0.76% (n = 410,000); further: some results filed as inactive show a strong effect at the top dose
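HepG2 CAGA-GFP cells (1000/well, DMEM with 1% FBS) received compound, then TGF-beta at 500 pg/mL final, and were incubated 18 hours at 37 degrees C. Viability was read by CellTiter-Glo luminescence. Media-only wells were set as complete cell-killing and DMSO as no toxicity.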
TGFb SMAD3 inh: qHTS for Inhibitors of TGF-b; HepG2 CAGA-GFP TGF-b/SMAD3 reporter, GFP fluorescence, 18 h; TGF-beta stimulated, 500 pg/mL final; Potency, µM (doses to about 46.1 µM), for inactives: top-dose activity, negative = inhibition, actives largely listed as inhibitors; actives 1.2% (n = 410,000); further: on the % scale 0 is the no-effect control and ±100 the full control effect; nearly all actives have a fitted effect of over 65% in size
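First, reporter cells (HEPG2 CAGA-GFP) rested 2 h at 37 degrees C. Next, compounds were pinned in and TGF-beta added to 500 pg/mL final. After 18 h, GFP was imaged per cell and summed per well.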
* hit, by the source's call; i = inactive; ? = inconclusive; . = no result given; & = joins results of further samples; [ ] = remark or other dose. The call rests on the fitted dose curve; in most records, active means well fitted curve in the direction sought with a large enough effect; inconclusive means small, poorly fitted or top-dose-only effect, or another doubt; inactive means no such curve, though single readings can be large; an effect the other way counts as inactive or inconclusive. Potency means the concentration at half of the fitted maximal effect. These rows are one share of the data; count on the stated rates, not on these rows.

Order of values – ATXN2 expr inh, A549 viability, MCF10A rereplic, ATXN viability, EPAC2 antagonist, Nrf2 ARE act, Nrf2 block, HepG2 viability, TGFb SMAD3 inh
CCN(CC(=O)NC(=O)NCc1ccccc1)Cc1nc2ccccc2c(=O)[nH]1
  21%, -8%, 7%, ?, -1%, 0.2%, ?, 1%, 6%
Cc1ccc(-n2cc(CN3CCN(Cc4nccn4C)CC3)c(-c3cccc(C)c3)n2)cc1
  -1%, 7%, 6%, i, 4%, 4.7%, ?, -42%, ?
Cc1cc(C)cc(NC(=S)NCc2ccc(F)cc2)c1
  -16%, ?, 4%, i, 3%, -1.0%, 9%, -28%, ?
CCN(C(=O)Cn1cnc2ccccc2c1=O)C1CCS(=O)(=O)C1 (stereo not drawn)
  -14%, 12%, ?, i, 5%, 1.7%, 12%, -5%, -6%
COc1ccccc1/C=C/C=N/n1c(-c2ccc(F)cc2)n[nH]c1=S
  -9%, -20%, 11%, i, -2%, -0.3%, -7%, 18%, -4%
Cc1ccc(SCC(=O)OCC(=O)NCCNC(=O)COC(=O)CSc2ccc(C)c(C)c2)cc1C
  2%, 1%, 13%, i, -27%, 1.7%, 26%, -37%, 12%
COc1ccc(CN2CCN(Cc3ccccc3F)CC2)cc1OC
  ., 0%, -9%, i, -11%, 3.5%, -22%, 24%, -7%
CCN(CC)C(=O)c1[nH]cnc1C(=O)Nc1ccon1
  10%, 2%, ?, i, -1%, 0.4%, 9%, -24%, 17%
COc1ccc(Nc2nnc(C)c3ccccc23)cc1C(N)=O
  11%, -16%, 0%, i, -2%, -0.3%, -6%, -9%, 0%
COc1cc(/C=C2\C(=O)NN(c3ccccc3)C2=O)cc([N+](=O)[O-])c1O
  -28%, -16%, ?, ?, -8%, 0.5%, 0%, -5%, -4%

7 compounds already listed, ordered by their value in Nrf2 ARE act, low to high.
compound | Nrf2 ARE act
Cc1cc(C)cc(NC(=S)NCc2ccc(F)cc2)c1 | -1.0%
COc1ccc(Nc2nnc(C)c3ccccc23)cc1C(N)=O | -0.3%
CCN(CC(=O)NC(=O)NCc1ccccc1)Cc1nc2ccccc2c(=O)[nH]1 | 0.2%
CCN(CC)C(=O)c1[nH]cnc1C(=O)Nc1ccon1 | 0.4%
COc1cc(/C=C2\C(=O)NN(c3ccccc3)C2=O)cc([N+](=O)[O-])c1O | 0.5%
COc1ccc(CN2CCN(Cc3ccccc3F)CC2)cc1OC | 3.5%
Cc1ccc(-n2cc(CN3CCN(Cc4nccn4C)CC3)c(-c3cccc(C)c3)n2)cc1 | 4.7%

Pulled by structure from the entries so far, two records:
Order of values – ATXN2 expr inh, A549 viability, MCF10A rereplic, ATXN viability, EPAC2 antagonist, Nrf2 ARE act, Nrf2 block, HepG2 viability, TGFb SMAD3 inh
CCN(CC)C(=O)c1[nH]cnc1C(=O)Nc1ccon1
  10%, 2%, ?, i, -1%, 0.4%, 9%, -24%, 17%
CCN(C(=O)Cn1cnc2ccccc2c1=O)C1CCS(=O)(=O)C1 (stereo not drawn)
  -14%, 12%, ?, i, 5%, 1.7%, 12%, -5%, -6%

Additional entries follow:
Order of values – ATXN2 expr inh, A549 viability, MCF10A rereplic, ATXN viability, EPAC2 antagonist, Nrf2 ARE act, Nrf2 block, HepG2 viability, TGFb SMAD3 inh
Cc1nn(-c2cc(Cl)ccc2Cl)c(C)c1C(=O)O
  -10%, 0%, 2%, i, -5%, 0.3%, -18%, 36%, 15%
COC(=O)C1=C(CCc2ccccc2)NC(=O)NC1c1ccc([N+](=O)[O-])cc1 (stereo not drawn)
  -22%, 1%, 20%, i, -3%, -0.3%, ?, 0%, -5%
COc1ccc(Cl)cc1NC(=O)CN(C)C(=O)c1n[nH]c2ccccc12
  ?, -5%, 4%, i, -12%, 4.3%, ?, -19%, -18%
CCN(c1ccccc1)S(=O)(=O)c1ccc(OC)c(N=N/C(C(=O)Nc2ccccc2)=C(/C)O)c1
  -15%, 2%, -15%, i, -7%, 0.1%, -4%, 6%, ?
Cc1ccc(N2CCN(c3ccc(NCc4nc5ccccc5n4C)cc3)CC2)cc1
  -16%, -19%, ?, ?, -1%, 8.4%, -13%, -18%, 0%
Brc1cccc(-c2nc3cccnc3nc2-c2cccc(Br)c2)c1
  -31%, 2%, ?, i, -16%, 0.1%, -6%, -4%, -8%
O=C1C2C(c3ccccc3)CC=CC2C(c2ccoc2)N1Cc1ccccc1 (stereo not drawn)
  ., -13%, ., ., ., ., ?, -20%, ?
CCCCc1nnc(NC(=O)c2oc3ccc(OC)cc3c2C)s1
  15%, 1%, 17%, i, -16%, -0.6%, -3%, -21%, -18%
CN(CC(=O)Nc1cccc(F)c1)C(=O)CCSc1ccc(F)cc1
  -19%, ?, ?, i, 18%, 1.6%, ?, -16%, -1%
CCOc1ccc(CNC(=O)C2CCN(S(=O)(=O)N3CCC(C)CC3)CC2)cc1OC
  ., 14%, ., i, 2%, 0.2%&-1.2%, ., 0%&-24%, 0%&-23%
CC(=O)N/C(=C/c1cccnc1)C(=O)Nc1ccc(Cl)cc1
  -4%, 2%, 5%, i, 14%, -1.0%, -14%, 5%, 7%
CC(NC(=O)Cn1c(-c2cccs2)cc2cc(F)ccc21)c1ccccc1 (stereo not drawn)
  5%, -1%, ., i, ., 1.0%, 5%, -27%, -4%
CC1(C)CC(=O)c2c(oc3ccc(NS(=O)(=O)c4cccc5cccnc45)cc23)C1
  -37%, -26%, ?, i, 0%, 3.1%, ?, -2%, -11%
COC(=O)c1c(NC(=O)CCCOc2ccc(C)cc2)sc2c1C(C(=O)OC)CC2 (stereo not drawn)
  ., -11%, ., ., ., 3.4%, ?, -16%, ?
O=C(c1cncc(Br)c1)N1CCN(S(=O)(=O)c2ccccc2C(F)(F)F)CC1
  -2%, -3%, -2%, i, -7%, -0.6%, -2%, 3%, -4%
CCc1ccc2nc3n[nH]c(N)c3cc2c1
  36%[activator], -8%, 1%, i, -2%[57.1 µM], 4.7%, ?, -1%, -7%
O=C(CCC(=O)N1CCN(c2ccccn2)CC1)Nc1nnc(C2CCCCC2)s1
  10%, -2%, 2%, i, 3%, -0.6%, 12%, 1%, 2%
CC(C)CCNC(=O)Cc1ccc(NC(=O)N2CCCCc3ccccc32)cc1
  10%, 7%, ., i, ., -1.5%, 16%, 0%, -2%
COc1ccc(OC)c(C(=O)CSc2ncc3c(n2)-c2ccccc2N(Cc2ccccc2C)S3(=O)=O)c1
  7%, 13%, ., i, ., 0.8%, ?, -1%, 4%
N#Cc1c(N)oc(-c2ccco2)c1-c1ccco1
  1%, -7%, ?, i, -3%, ?, -4%, -5%, 18%
COc1ccccc1OCc1ccc(C(=O)NCc2cccnc2)o1
  7%, 2%, 2%, i, 1%, 0.3%, -3%, -1%, 6%
COc1ccc(C(CNC(=O)c2ccccc2SC)N(C)C)cc1 (stereo not drawn)
  -14%, 2%, -4%, i, -10%, 0.9%, 6%, -5%, ?
COC(=O)c1c(NC(=O)c2ccc(C)o2)sc2c1CCCCC2
  77%[activator], 7%, ?, i, -13%, 21%, ?, 3%, 17%
COc1ccc(C(=O)Oc2ccc(-c3nnco3)cc2)cc1S(=O)(=O)N1CCOCC1
  7%, -6%, 10%, i, -3%, 0.2%, 8%, 4%, 6%
Cc1noc(C)c1C(=O)Nc1ccc(S(=O)(=O)N2CCC(C)CC2)cc1
  -18%, -3%, -1%, i, -7%, -0.5%, ?, -1%, -25%
Cc1ccc(S(=O)(=O)/C(C#N)=C/c2c(N3CCOCC3)nc3c(C)cccn3c2=O)cc1
  -3%, -15%, -3%, i, 19%, 0.1%, -25%, 29%, -11%
Cc1ccc(OCCC(=O)Nc2ccccc2C(=O)N2CCCCC2)cc1
  2%, 5%, 18%, i, -15%, -0.1%, 28%, -12%, -1%
Cc1cc(Cl)ccc1NC(=S)NCC(C)C
  -1%, 2%, 1%, i, -21%, 1.8%, 0%, -20%, ?
Cc1cc(=O)oc(C)c1C(=O)N1CCCc2ccccc21
  -4%, 0%, ?, i, -5%, -0.5%, -8%, 3%, 20%
Cc1cccc(NC(=O)/C(C#N)=C\c2cccnc2)c1
  5%, 8%, 3%, i, 2%, -0.5%, 4%, -18%, -3%
CCOc1ccc(/C=C/C(=O)NCCc2ccc(OC)c(OC)c2)cc1
  -9%, 11%, 3%, i, -2%, 1.5%, -3%, -22%, -12%
CC(=O)N1CCOc2cc(S(=O)(=O)N3CCN(c4ccccc4)CC3)c(Cl)cc21
  -6%, 3%, 17%, ?, -18%, -0.8%, 12%, -15%, 2%
O=C(NC(c1ccccc1)c1ccc2ccccc2n1)C1CCN(CCOc2ccc(Cl)cc2Cl)CC1 (stereo not drawn)
  ?, ., ., i, -8%, -4.6%, ., -93%, 10µM*
O=C(Nc1cccc(F)c1)C1CCN(C(=O)c2ccco2)CC1
  0%, 3%, 26%, i, 1%, -0.1%, -1%, 12%, -2%
COc1ccc2[nH]cc(C=O)c2c1
  -10%, -8%, -6%, ?, 6%, -0.3%, 15%, -13%, 12%
COCCCNC(=O)c1c[nH]c2ccc(S(=O)(=O)N(C)c3ccccc3C)cc2c1=O
  3%, 3%, ?, i, 8%, -0.3%, -21%, 0%, 19%
CCn1c(SCC(=O)Nc2c(C)cccc2C)nnc1-c1nonc1NC(C)=O
  4%, -3%, ., i, ., -0.4%, 24%, 3%, 2%
N#Cc1c(C#N)c(-c2ccccc2)n(-c2ccc(C(=O)O)cc2)c1N
  -2%, -18%, -3%, i, -3%, -0.6%, -3%, -22%, -4%
CCN1CCN(c2nc3c(S(=O)(=O)c4ccc(C)cc4)nnn3c3ccsc23)CC1
  ., 3%, ., ., ., 0.0%, 2%, 1%, 33%[activator]
